CHRM5 PAM: positive allosteric modulators of human muscarinic M5 receptor. P08912. CHO-K1 hM5, Fluo-8 calcium, ACh EC20 PAM; 0% = ACh EC20, 100% = ACh EC100. hit rate 0.3% among 360,000. AID 624038. activation, % at 3 µM;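 active means activation above the run cutoff, the mean activation of all test compounds plus 3 SD, cut at about 18% in these data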
Target sequence (P08912 whole entry, looked up): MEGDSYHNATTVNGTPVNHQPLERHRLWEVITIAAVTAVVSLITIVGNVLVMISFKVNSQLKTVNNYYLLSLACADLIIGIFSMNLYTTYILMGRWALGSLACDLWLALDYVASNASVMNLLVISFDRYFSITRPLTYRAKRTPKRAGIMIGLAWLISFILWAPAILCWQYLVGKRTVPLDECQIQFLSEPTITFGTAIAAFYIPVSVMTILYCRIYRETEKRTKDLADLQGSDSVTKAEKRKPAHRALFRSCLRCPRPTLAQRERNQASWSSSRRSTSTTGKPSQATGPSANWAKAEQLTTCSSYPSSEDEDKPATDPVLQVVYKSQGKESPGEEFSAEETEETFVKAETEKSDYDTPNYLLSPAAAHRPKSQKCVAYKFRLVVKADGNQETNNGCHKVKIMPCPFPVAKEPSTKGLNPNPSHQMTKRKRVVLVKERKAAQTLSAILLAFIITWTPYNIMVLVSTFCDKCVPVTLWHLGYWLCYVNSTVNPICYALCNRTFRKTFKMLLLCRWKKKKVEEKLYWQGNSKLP
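Assay system – human M5 receptor in CHO-K1 cells · Read-out – % activation, ACh-normalized · Technique – Fluo-8 calcium fluorescence · Dosing – single-point, 3 µM nominal · Incubation – Fluo-8 loading 80 min at 37 °C plus 30 min room temperature · Repeats – singlicate, one well per test compound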
CHRM4 antagonist: CHRM4 antagonism in calcium assay; CHO-hM4 cells, ACh EC80, Fluo-8 calcium fluorescence; inhibition, % at 3 µM; hit rate 0.73% among 360,000; AID 624125;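 active means inhibition above its plate's cutoff, the mean inhibition of sample wells plus 3 SD, cut at about 27% in these data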;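 further: 0% = acetylcholine EC80 with DMSO and 100% = DMSO without agonist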
Target sequence (P08173 whole entry, looked up): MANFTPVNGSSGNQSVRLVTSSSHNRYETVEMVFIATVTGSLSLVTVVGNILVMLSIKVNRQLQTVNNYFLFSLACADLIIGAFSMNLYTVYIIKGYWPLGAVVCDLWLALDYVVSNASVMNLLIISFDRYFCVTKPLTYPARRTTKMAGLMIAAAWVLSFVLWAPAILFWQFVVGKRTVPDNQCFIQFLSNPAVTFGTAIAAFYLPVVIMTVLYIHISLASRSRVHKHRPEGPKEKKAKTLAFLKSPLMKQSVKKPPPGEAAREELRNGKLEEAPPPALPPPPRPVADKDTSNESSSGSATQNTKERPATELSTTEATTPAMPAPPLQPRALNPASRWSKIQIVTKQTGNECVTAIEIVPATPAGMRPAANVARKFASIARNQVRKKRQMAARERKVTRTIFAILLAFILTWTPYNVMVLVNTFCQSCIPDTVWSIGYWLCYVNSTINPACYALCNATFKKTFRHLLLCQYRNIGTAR
M1 ag parental: counter-screen for M1 agonists: effect in parental CHO-K1 cells; Fluo-8 calcium fluorescence; scaled to maximal ATP response, vehicle zero; activation, % at 3 µM; hit rate 0.48% among 360,000; AID 602248; in the data active means activation above about 15%;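 further: untransfected CHO-K1 host cells lacking M1 receptor as counterscreen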
CHO-K1 Ca PAM: M1 PAM counterscreen hit in parental CHO-K1 cells | ATP EC20, Fluo-8 calcium fluorescence; 0% at ATP EC20, 100% at ATP max | activation, % at 3 µM | AID 602247 | hit rate 0.02% among 360,000;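 active means activation above the run cutoff, the mean activation of all test compounds plus 3 SD, cut at about 40% in these data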;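 further: peak over basal fluorescence ratio in a 140 s read after ATP addition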
CHRM4 agonist: agonists of human muscarinic M4 receptor (CHRM4); CHO-K1 hM4/Gqi5, Fluo-8 calcium fluorescence; vehicle 0%, full acetylcholine response 100%; activation, % at 3 µM; hit rate 0.14% among 360,000;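 active means activation above the run mean over all test wells plus 3 SD, cut at about 32% in these data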;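 further: peak over basal fluorescence ratio per well then scaled between controls; 0% = DMSO wells and 100% = acetylcholine at EC100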
CHO-K1 Ca antag: nonselective inhibitor or artifact in parental CHO-K1 cells. ATP-induced calcium, Fluo-8 fluorescence. inhibition, % at 3 µM. hit rate 0.6% among 360,000;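 active means inhibition above a per-plate cutoff, the plate's mean sample inhibition plus 3 SD, cut at about 24% in these data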;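 further: 0% = DMSO plus EC80 ATP and 100% = DMSO alone without ATP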
M5 antag: antagonists of human muscarinic M5 receptor (CHRM5); CHO-hM5 cells, Fluo-8 calcium fluorescence, ACh EC80; AID 624040; P08912; hit rate 0.59% among 360,000; inhibition, % at 3 µM;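 active means inhibition above a per-plate cutoff, the mean of that plate's test compounds plus 3 SD, cut at about 27% in these data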;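 further: 0% = acetylcholine EC80 with DMSO and 100% = DMSO without agonist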
CHRM4 PAM: CHRM4 positive allosteric modulation; AID 624126; P08173; hit rate 0.4% among 360,000; activation, % at 3 µM; CHO-K1 hM4/Gqi5, Fluo-8 calcium fluorescence, ACh EC20; 0% = ACh EC20, 100% = maximal ACh;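 active means activation above its plate's cutoff, the mean activation of sample wells plus 3 SD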; further: some results filed as inactive read as strong as hits
CHRM5 agonist: CHRM5 agonism in calcium assay; activation, % at 3 µM; hit rate 0.19% among 360,000; P08912; CHO-K1 hM5 cells, Fluo-8 calcium fluorescence; 0% DMSO wells, 100% maximal acetylcholine response;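 active means activation above the run's mean over test compounds plus 3 SD, cut at about 23% in these data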;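 further: signal is peak over basal fluorescence ratio across the kinetic read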
An asterisk follows results filed as active. This is a random part of the collection (roughly 2.7% active in at least one column).

SMILES	CHRM5 PAM	CHRM4 antagonist	M1 ag parental	CHO-K1 Ca PAM	CHRM4 agonist	CHO-K1 Ca antag	M5 antag	CHRM4 PAM	CHRM5 agonist
Cc1ccc(Nc2cc(Cl)nc(N)n2)c([N+](=O)[O-])c1	-11	-3	-0.6	13	0	-15	18	-1	-1
CCOC(=O)N1CCN(C(=O)C2CCN(c3nnc(-n4cccc4)s3)CC2)CC1	2	4	-0.1	8	0	-2	3	-6	-3
C(=Cc1cccnc1)c1ccncc1	2	-2	0.7	5	0	-4	9	-2	-2
CCc1cccc(NC(=O)Cn2ncn3c(cc4ccccc43)c2=O)c1	1	0	1.1	25	0	-7	0	0	-1
c1ccc2c(NCC3CCCO3)nc(-c3ccncc3)nc2c1 (configuration not stated)	-6	7	2.0	-6	4	-7	1	4	-7
CN(c1ccccc1)S(=O)(=O)c1cc(C(=O)NCCCn2ccnc2)ccc1Cl	4	5	0.1	-13	2	6	8	-2	-4
Cc1cc(Cl)c2oc(C(=O)NCCC3CCCCO3)c(C)c2c1 (configuration not stated)	8	-8	-0.2	4	-1	7	-2	7	-2
CC12CCC(=O)N1C(C(=O)OCC(=O)Nc1ccc(C(F)(F)F)cc1)CS2 (configuration not stated)	-1	-7	7.0	2	6	-14	-1	-2	6
COc1ccc2c(c1)CC/C(=C\c1ccc(OC)c(Cn3nc(C)cc3C)c1)C2=O	-11	3	3.8	30	7	-14	10	-3	2
CN(CC1COc2ccccc2O1)C(=O)c1cc(COc2c(F)cccc2F)on1 (configuration not stated)	-2	-8	1.8	22	6	-8	6	3	-4
CCC(C)(C)n1nnnc1C(c1cc2cc3c(cc2[nH]c1=O)OCO3)N1CCCCC1 (configuration not stated)	-9	-4	0.0	-6	0	-37	2	12	1
CCN(CC)C(=O)CN1CCC(n2c(C)nc3cc(C(F)(F)F)ccc32)CC1	-1	4	0.3	21	0	-14	5	-4	0
CCn1ccnc1CN(C)C(=O)CC1C(=O)NCCN1Cc1c(F)cccc1Cl (configuration not stated)	12	0	0.2	22	0	-11	3	2	-5
CCOC(=O)c1c(NC(=S)Nc2ccccc2C)sc2c1CCC2	-6	-1	-0.1	8	-1	5	-4	-6	-3
O=C(CSC(=S)N1CCCCC1)c1ccccc1	-4	1	0.4	15	2	-4	-4	-1	-6
CC(NC(=O)CCNC(=O)c1ccccc1Cl)C1CC2CCC1C2 (configuration not stated)	1	-14	1.1	16	3	-10	-6	4	-3
Cc1ccc(Cn2c(CN3CCOCC3)nc3c2c(=O)n(C)c(=O)n3C)cc1	-4	-4	0.3	1	0	-6	-7	3	-6
C=CCn1c(SCC(=O)NCC2CCCO2)nc2scc(-c3ccc(OC)cc3)c2c1=O (configuration not stated)	-8	10	3.1	-32	5	6	14	-7	-1
COCCNC(=O)CC(NS(=O)(=O)c1ccc(NC(C)=O)cc1)C(C)C (configuration not stated)	6	-4	0.4	14	0	-6	2	10	-3
Cc1nn(-c2cc(C(F)(F)F)ccc2Cl)c2nc(C(Cl)(Cl)Cl)[nH]c(=O)c12	19*	6	0.4	11	1	2	4	-8	13

Twelve structures out of the list, sorted by number of heavy atoms, lowest first.
SMILES	CHRM5 PAM	CHRM4 antagonist	M1 ag parental	CHO-K1 Ca PAM	CHRM4 agonist	CHO-K1 Ca antag	M5 antag	CHRM4 PAM	CHRM5 agonist
C(=Cc1cccnc1)c1ccncc1	2	-2	0.7	5	0	-4	9	-2	-2
O=C(CSC(=S)N1CCCCC1)c1ccccc1	-4	1	0.4	15	2	-4	-4	-1	-6
Cc1ccc(Nc2cc(Cl)nc(N)n2)c([N+](=O)[O-])c1	-11	-3	-0.6	13	0	-15	18	-1	-1
Cc1cc(Cl)c2oc(C(=O)NCCC3CCCCO3)c(C)c2c1 (configuration not stated)	8	-8	-0.2	4	-1	7	-2	7	-2
CCOC(=O)c1c(NC(=S)Nc2ccccc2C)sc2c1CCC2	-6	-1	-0.1	8	-1	5	-4	-6	-3
CCc1cccc(NC(=O)Cn2ncn3c(cc4ccccc43)c2=O)c1	1	0	1.1	25	0	-7	0	0	-1
CC12CCC(=O)N1C(C(=O)OCC(=O)Nc1ccc(C(F)(F)F)cc1)CS2 (configuration not stated)	-1	-7	7.0	2	6	-14	-1	-2	6
CCN(CC)C(=O)CN1CCC(n2c(C)nc3cc(C(F)(F)F)ccc32)CC1	-1	4	0.3	21	0	-14	5	-4	0
CN(c1ccccc1)S(=O)(=O)c1cc(C(=O)NCCCn2ccnc2)ccc1Cl	4	5	0.1	-13	2	6	8	-2	-4
COc1ccc2c(c1)CC/C(=C\c1ccc(OC)c(Cn3nc(C)cc3C)c1)C2=O	-11	3	3.8	30	7	-14	10	-3	2
CCC(C)(C)n1nnnc1C(c1cc2cc3c(cc2[nH]c1=O)OCO3)N1CCCCC1 (configuration not stated)	-9	-4	0.0	-6	0	-37	2	12	1
C=CCn1c(SCC(=O)NCC2CCCO2)nc2scc(-c3ccc(OC)cc3)c2c1=O (configuration not stated)	-8	10	3.1	-32	5	6	14	-7	-1

(further entries)
SMILES	CHRM5 PAM	CHRM4 antagonist	M1 ag parental	CHO-K1 Ca PAM	CHRM4 agonist	CHO-K1 Ca antag	M5 antag	CHRM4 PAM	CHRM5 agonist
Cc1ccc(C(=O)Nc2cccnc2)cc1S(=O)(=O)N1CCCCCC1	-4	-8	4.7	6	11	-19	-9	-4	-2
CCCc1cc(=O)oc2cc(C)cc(OCc3nn[nH]n3)c12	0	16	0.9	17	8	-10	-2	4	2
O=c1[nH]cnc2scc(-c3cccs3)c12	-4	-4	0.3	2	1	-7	0	18	-1
CCOCc1cc(CN2CCC(n3nccc3NC(=O)C3CC3)CC2)ccc1OC	-1	6	1.5	25	0	-9	6	1	-10
COc1ccccc1Cc1c(-c2ccccc2)nc2c(C)cc(Br)cn12	-5	-30	-0.6	2	-1	-6	-5	5	-4
O=c1[nH][nH]c2c1[C@@H](c1ccc(F)cc1)O[C@H](CCOCc1ccccc1)C2	0	4	0.3	10	3	-12	10	-3	5
CCOC(=O)C1(CCc2ccccc2)CCN(C(=O)c2cnc(C)cn2)CC1	-5	-3	0.4	13	2	-11	-8	6	0
Cc1ccc(-c2csc3ncn(C(C)C(=O)O)c(=O)c23)cc1 (configuration not stated)	2	6	-0.3	-5	0	-2	-2	-2	1
COc1ccc(NC(=O)C2CC(=O)N(C(C)C)C2)cc1 (configuration not stated)	3	0	1.4	19	1	-10	-3	2	-2
COc1ccc2[nH]c(=O)c(CN(CCO)S(=O)(=O)c3c(C)ccc4nsnc34)cc2c1	-5	-5	1.2	-8	6	29*	-3	-4	2
O=C(NCc1ccccc1)Nc1cccn(Cc2cccc(F)c2)c1=O	-7	-2	0.1	-9	1	2	9	2	0
O=C(Nc1nc(-c2ccc(F)cc2)cs1)c1cccnc1	3	-8	3.6	-6	6	-14	5	-2	5
CCN1C(=O)/C(=C/c2nc3ccccc3c(=O)n2-c2ccccc2)c2ccccc21	-1	-3	1.2	19	2	-8	-3	4	-1
CCOc1ccc(C2C(C(=O)Nc3cc(C)on3)c3ccccc3C(=O)N2CCN2CCOCC2)cc1 (configuration not stated)	3	-4	-0.1	0	0	-9	11	2	-3
Cc1ccc(C23CC4CC(CC(C(=O)N(C)C)(C4)C2)C3)cc1	-2	-6	-0.7	-21	-1	-8	2	-7	-5
O=c1c2ccccc2nc(-c2ccccc2)n1CCN1CCOCC1	-1	-12	0.3	16	3	-13	-9	0	-7
COc1ccc2c(c1)CCc1c(C(=O)N3CCCc4ccccc43)noc1-2	-4	-8	1.1	12	4	-11	2	-3	-3
CCCN(C(=O)c1ccc(S(=O)(=O)N2CCCC2)cc1)C1CCS(=O)(=O)C1 (configuration not stated)	1	-3	0.8	11	1	4	-4	1	1
CC(=O)Nc1ccc2sn(-c3ccccc3)c(=O)c2c1	0	14	3.0	20	4	-6	-3	-4	3
CCc1ccccc1Nc1nc(N)nc(CSCC(=O)c2cc(C)n(C)c2C)n1	2	4	0.2	15	1	-9	-6	5	-6
O=C(O)c1ccc(Cl)c(S(=O)(=O)Nc2ccccc2N2CCOCC2)c1	5	1	0.5	24	0	-5	-7	1	-3
COc1ccc(NC(=O)CSCc2ccc(C)cc2)cc1	4	-5	8.4	26	0	-5	-7	1	-5
CC(Nc1nc(=S)nc(Nc2ccc(F)cc2)[nH]1)c1ccccc1 (configuration not stated)	8	2	0.7	15	2	-14	5	2	-4
COc1ccc(OCC(=O)N2CCc3ccccc3C2)cc1	-2	-13	0.4	3	0	-8	5	7	-1
COc1ccc(/C=C2/N=C(c3cccs3)OC2=O)cc1OC(C)C	7	-7	0.0	11	1	-7	2	16	3
O=C(Cn1nnc(-c2ccccc2)n1)NCc1ccc2c(c1)OCO2	0	-11	1.4	15	2	-8	-2	-1	-5
COc1ccccc1CC(=O)N1CCCC1	8	0	1.0	24	1	-19	10	5	-3
COc1ccc(N2C(=O)C3C4C=CC(C4)C3C2=O)c([N+](=O)[O-])c1 (configuration not stated)	1	-1	0.2	8	0	-9	4	-7	2
CC1=C(C(=O)NCc2ccccc2)C(c2cccnc2)n2ncnc2N1 (configuration not stated)	4	6	0.0	10	0	-3	1	-4	-2
CC1=C(C(=O)OC2CCCCC2)C(c2ccco2)n2ncnc2N1 (configuration not stated)	-7	-6	3.1	5	9	-3	-4	-2	0
CN(C)S(=O)(=O)N1CCN(C(=O)c2ccccc2Cl)CC1	-4	4	0.7	4	1	-1	-3	-10	2
Cc1ccc(NC(=O)c2ccc(F)cc2)nc1	-2	0	-0.2	20	0	-7	0	-3	-1
CCOc1ccccc1NC(=O)c1cc2ccccc2oc1=O	7	0	-0.3	-19	0	5	4	-2	2
Cc1c(C(=O)NC(C)c2ccc(-n3ccnc3)cc2)cccc1[N+](=O)[O-] (configuration not stated)	-1	-5	0.8	18	1	-8	-9	2	-3
CCOc1ccc(S(=O)(=O)NCCC(=O)N2CCN(c3ccc(OC)cc3)CC2)cc1	-9	1	2.8	3	6	0	0	-3	0
CC1(c2ccc(OC(F)F)cc2)NC(=O)N(CC(=O)Nc2cccnc2Cl)C1=O (configuration not stated)	-12	8	33*	-16	28	-1	8	-6	43*
CC1=CCC(C(=O)O)C(C(=O)NC2CCCCC2)C1 (configuration not stated)	3	5	-0.2	-5	2	-13	-1	-4	-1
Fc1ccc(CN2CCCCCCC2)cc1F	3	6	0.2	15	0	3	1	1	-3
C=CC[C@@H](Cc1ccc(F)cc1)C(=O)OC[C@@H]1CCCN1C(=O)[C@H](CC=C)CC(=O)N(CCO)Cc1ccccc1	-15	-4	3.5	7	11	-11	17	-11	-2
CCOc1ccc(NC(=S)N(CCc2c(C)[nH]c3ccc(C)cc23)Cc2ccncc2)cc1	-3	-2	0.4	18	0	-6	0	-1	-2

A portion from the list above, as a working copy:
SMILES	CHRM5 PAM	CHRM4 antagonist	M1 ag parental	CHO-K1 Ca PAM	CHRM4 agonist	CHO-K1 Ca antag	M5 antag	CHRM4 PAM	CHRM5 agonist
O=c1c2ccccc2nc(-c2ccccc2)n1CCN1CCOCC1	-1	-12	0.3	16	3	-13	-9	0	-7
COc1ccc2c(c1)CCc1c(C(=O)N3CCCc4ccccc43)noc1-2	-4	-8	1.1	12	4	-11	2	-3	-3

Bioassay records (PubChem)
